Compound activity: PubChem, Broad Institute
PfHsp90 yeast 2: reduces growth (ATP signal) of yeast expressing P. falciparum Hsp90 | S. cerevisiae expressing PfHsp90, BacTiter-Glo ATP, 48 h; yeast lacking PDR1 and PDR3 efflux regulators | inhibition, % at 9.4 µM | actives 0.32% (n = 310,000);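 active = every replicate shows inhibition above about 80%, whatever the replicate mean, limit read from the data; inconclusive = mean inhibition reaches the set limit but some replicate falls short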;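 also: 0% = DMSO neutral controls and 100% = 20 µM radicicol positive controls; yeast relying on Plasmodium falciparum Hsp90 in place of its own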
SR-BI HDL uptake: inhibitors of mouse SR-BI mediated HDL lipid uptake; Q61009; ldlA[mSR-BI] CHO cells, DiI-HDL uptake fluorescence, 3 h; inhibition, % at 12.5 µM; actives 0.96% (n = 320,000);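 active = mean replicate inhibition of at least 70% and a set share of replicates each scoring 70 or more; inconclusive = meets just one of the two criteria; inactive = fails both criteria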;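 also: 0% = median of neutral control wells and 100% = median of positive control wells; values of inactives mirror those of a sister screen read the other way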
MITF act: increases MITF-driven TRPM1 promoter luciferase signal | SK-MEL-5 TRPM1-promoter luciferase, 24 h; % of positive control, neutral wells = 0 | activation, % at 12.5 µM | actives 0.75% (n = 300,000) | AID 588334;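 active = mean activation of at least 80% with every replicate also reaching 80%; inconclusive = mean reaches 80% but some replicate falls short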;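 also: 0% = neutral control wells and 100% = parthenolide positive control wells; values of inactives mirror those of a sister screen read the other way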
PvdQ inh: P. aeruginosa PvdQ acylase inhibition; purified PvdQ acylase, fluorescence plate reader; inhibition, % at 10 µM; actives 0.063% (n = 340,000); AID 488965; in the data active = inhibition above about 30%, passing the limit was not always enough; inconclusive = no clear call, values can overlap the other calls;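 also: 0% = vehicle neutral wells and 100% = reference inhibitor wells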
CAL PDZ FP-1: CAL PDZ (human) peptide binding inhibition | AID 602252 | inhibition, % at 24.9 µM | purified CAL PDZ, TMR-peptide fluorescence polarization, 1 h | Q9HD26 | actives 0.92% (n = 300,000);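 active = mean inhibition of at least 30% with at least half of replicates also reaching 30%; inconclusive = no clear call, values can overlap the other calls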;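 also: 0% = DMSO neutral control and 100% = excess unlabeled competitor peptide PRC23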
SR-BI uptake up: activators of SR-BI mediated HDL lipid uptake | CHO ldlA[mSR-BI] cells, DiI-HDL uptake fluorescence, 3 h; 100 = double the neutral-control signal | activation, % at 12.5 µM | actives 0.096% (n = 320,000) | AID 504775;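 active = mean replicate activation of at least 60% and every replicate at or above 60%; inconclusive = mean or all-replicate condition met, but not both; inactive = mean below 60% and not all replicates reaching 60%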;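 also: 0% = median plate neutral-control signal and 100% = twice that signal; values of inactives mirror those of a sister screen read the other way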
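Material – SR-BI-overexpressing, LDLR-lacking CHO cells · Medium – BSA-supplemented, HEPES-buffered Ham's F12, pH 7.4 · Doses – single concentration · Times – compound with DiI-HDL co-incubation, 3 h at 37 °C · Measured by – bottom-read fluorescence, 550/595 nm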
NSD2 inh: inhibitors of human histone methyltransferase NSD2; O96028; NSD2 peptide methylation, AlphaScreen, 120 min; inhibition, % at 12.5 µM; actives 0.54% (n = 310,000); AID 743445; in the data active = inhibition above about 50%
dFosB activator: enhances mouse delta FosB homodimer DNA binding | P13346 | purified delta FosB, TAMRA-CDK5 oligo fluorescence polarization; percent of positive-control signal above neutral wells | activation, % at 25 µM | actives 0.99% (n = 340,000);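 active = mean activation above about 17%, with every replicate also reaching it, limit read from the data, passing the limit was not always enough; inconclusive = only one of the two conditions met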;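 also: fluorescence polarization rise as delta FosB binds a TAMRA Cdk5 AP-1 oligo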
Target sequence (P13346 whole entry, looked up): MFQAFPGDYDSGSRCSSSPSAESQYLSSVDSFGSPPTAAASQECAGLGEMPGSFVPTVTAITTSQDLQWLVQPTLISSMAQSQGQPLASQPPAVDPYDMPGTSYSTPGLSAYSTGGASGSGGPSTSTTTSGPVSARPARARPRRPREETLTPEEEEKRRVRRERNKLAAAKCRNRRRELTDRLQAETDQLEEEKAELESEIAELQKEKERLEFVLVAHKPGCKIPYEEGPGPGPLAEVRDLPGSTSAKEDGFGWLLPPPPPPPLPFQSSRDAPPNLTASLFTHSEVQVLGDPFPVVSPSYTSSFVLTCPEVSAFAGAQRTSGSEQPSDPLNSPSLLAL
Rtt109 Vps75: inhibitors of Candida albicans Rtt109/Vps75 histone acetyltransferase | Q5AAJ8 | purified Rtt109/Vps75, ThioGlo CoA-SH fluorescence, 4 h | inhibition, % at 34.9 µM | actives 0.16% (n = 330,000) | AID 540336;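 active = inhibition of at least 50% in every replicate; inconclusive = best replicate reaches 50% inhibition but some replicates fall short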
Target sequence (Q5AAJ8 whole entry, looked up): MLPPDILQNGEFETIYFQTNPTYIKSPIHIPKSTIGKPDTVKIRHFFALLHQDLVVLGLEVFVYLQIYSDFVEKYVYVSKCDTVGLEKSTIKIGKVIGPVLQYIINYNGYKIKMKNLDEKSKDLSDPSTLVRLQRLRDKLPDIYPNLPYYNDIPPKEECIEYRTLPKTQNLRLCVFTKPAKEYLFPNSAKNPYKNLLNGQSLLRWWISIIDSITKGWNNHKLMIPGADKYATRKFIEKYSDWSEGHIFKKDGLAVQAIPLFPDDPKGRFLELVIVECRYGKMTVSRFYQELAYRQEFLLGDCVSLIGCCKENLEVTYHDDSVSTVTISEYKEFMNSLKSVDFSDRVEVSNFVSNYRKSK
CAL PDZ FP-2: blocks peptide binding to human CAL PDZ domain; Q9HD26; purified CAL PDZ, TMR-peptide fluorescence polarization, 1 h; inhibition, % at 20 µM; actives 0.02% (n = 330,000); AID 504414;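 active = highest replicate inhibition of at least 40%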;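 also: plate controls were DMSO neutral control wells for no effect and unlabeled competitor peptide control wells for full effect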
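System: tagged CAL PDZ domain. Schedule: 1 h room-temperature incubation prior to read. Signal: fluorescence polarization (mP). Measure: percent inhibition from loss of millipolarization.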
* hit, by the source's call; ? = inconclusive; . = no result given. Compounds were not picked by outcome; any-hit rate near 4.3%.

SMILES	PfHsp90 yeast 2	SR-BI HDL uptake	MITF act	PvdQ inh	CAL PDZ FP-1	SR-BI uptake up	NSD2 inh	dFosB activator	Rtt109 Vps75	CAL PDZ FP-2
Nn1c(SCc2cccc3ccccc23)nnc1-c1ccco1	.	33	4	-5	-4	-33	2	-3	-5	-0.1
COc1cc(O)c(NC(C)=O)c2nonc12	12	-44	13	-7	-5	44	1	-3	8	-2.5
O=C(CCl)N(Cc1cc(=O)[nH]c2ccccc12)c1ccccc1	8	-23	-67	-11	-4	23	13	-9	3	-2.4
Cc1cccc(NC(=S)N(CCc2ccncc2)C(C)C)c1C	1	.	-8	1	-9	.	-3	-1	-1	-2.9
Cc1csc(NC(=O)c2ccco2)n1	-2	-1	26	0	1	1	-3	-5	-1	-2.2
COc1ccc2c(CC(=O)N[C@@H](Cc3c[nH]c4ccccc34)C(=O)O)cc(=O)oc2c1	-13	21	15	-18	-1	-21	0	-8	2	-3.1
Cc1cccc(Cc2nc3ccccc3[nH]2)c1	-19	-10	12	2	-2	10	-1	2	-4	-1.5
Cc1cc(NC(=O)c2ccc(C)s2)n(-c2nc3ccccc3[nH]2)n1	-37	72*	5	4	-3	-72	3	-28	.	-1.6
CC(C)CCNC(=O)C1c2ccccc2Oc2ccccc21	2	-8	-1	-5	.	8	1	0	-11	-0.4
C=CCOC(=O)C1=C(C)NC(C)=C(C(=O)OCC=C)C1c1ccc(C)o1	-8	-13	-9	6	-6	13	1	-9	-3	-0.1
Cc1nn(C(C)C(=O)NCCCN2CCCC2)c(=O)c2nn(-c3ccccc3)c(C)c12 (configuration not stated)	-24	13	8	-9	-1	-13	7	-8	-8	-5.0
COc1ccc(/C=C/C(=O)c2ccc3c4c(cccc24)CC3)cc1OC	0	13	7	4	-4	-13	-2	0	3	-0.9
O=P(Cc1cc(Br)cc(Br)c1OCCO)(c1ccccc1)c1ccccc1	2	-11	.	-12	0	11	0	-5	-6	-1.2
Oc1[nH]c2ccccc2c1C=Nc1ccccc1	-15	.	?	-16	-3	.	0	0	-2	-0.1
COc1ccc(-n2nnc3c(=O)n(CC(=O)NCC4CCCO4)cnc32)cc1 (configuration not stated)	32	-10	-4	-7	0	10	-6	4	1	-0.1
Cc1cc(OCC(=O)N2CCCC2)cc(C)c1Cl	7	9	8	-15	0	-9	-6	1	-9	-2.3
CCCCOc1ccc(Cl)cc1CSc1n[nH]c(C)n1	.	13	-6	-18	-9	-13	2	-7	-4	0.1
C/C(CC(=O)Nc1ccccn1)=N\NC(=O)c1ccc([N+](=O)[O-])cc1Cl	0	.	3	-7	-2	.	1	-4	-1	-2.3
COc1ccc(S(=O)(=O)NCc2ccco2)c2ccccc12	16	20	0	4	-6	3	2	-10	7	-1.5
Cc1ccc(CNC(=O)COC(=O)c2cncc(Br)c2)cc1	.	.	7	2	5	.	-3	1	0	-0.5
COc1cc(C2/C(=C(/O)c3ccc(OCC(C)C)cc3)C(=O)C(=O)N2CCN(C)C)ccc1O (configuration not stated)	-4	9	12	-5	-2	-9	.	4	3	-2.4
COc1ccc(/C=N/NC(=O)C[n+]2ccccc2)c(OC)c1	-12	1	10	-11	-10	-1	-2	-2	-3	-2.8
CCn1c(COc2ccc(Cl)c(C)c2)nnc1SCC(=O)N1CCCC1	.	20	6	-9	0	-20	-2	1	9	-0.6
CCCOc1ccc(C(=O)Nc2cc(S(=O)(=O)N3CCOCC3)ccc2N2CCOCC2)cc1	-20	-18	8	-7	.	18	30	-18	8	-0.5
COc1cc([N+](=O)[O-])ccc1NC(=S)Nc1cccc(C(=O)O)c1	12	13	1	-8	.	-13	-1	-2	-2	-1.4
COCCNC(=O)c1ccc2c(=O)n(Cc3ccco3)c(SCC(=O)Nc3ccc(OC)cc3OC)nc2c1	4	23	-8	7	-6	-23	8	7	-2	-0.5
Cn1c(CC(=O)c2ccc(Br)cc2)[n+](C)c2ccccc21	.	-16	-1	-10	3	16	-4	-8	4	-1.4
COc1ccc(C(=O)N2CCN(C(=O)c3ccco3)CC2)cc1	-2	-20	-1	7	-4	20	2	1	-6	0.1
Cc1cc2c(OCC(O)CNCc3ccco3)cccc2[nH]1 (configuration not stated)	3	-15	5	8	-4	15	-1	-4	0	0.4
COC(=O)COc1nc(C)c2c(c1C#N)CC(C)(C)OC2	24	-2	0	-30	1	2	1	3	-3	-0.9
COc1cccc2c(Nc3ccccc3C)cc(C)nc12	15	20	-4	-1	.	-20	6	-7	6	-3.5
Cc1cc(N2CCN(S(=O)(=O)c3ccccc3)CC2)c2ccccc2n1	4	-26	-3	-2	-4	26	-1	-3	.	-2.4
COc1ccc(OC)c(NC(=O)Cn2cnc3c(cnn3-c3ccccc3)c2=O)c1	-17	.	-3	-4	11	.	.	2	-7	-0.5
COc1ccc(Cl)cc1S(=O)(=O)N1CCCC(C(=O)N2CCOCC2)C1 (configuration not stated)	14	-24	-9	8	1	24	-2	2	-3	-1.0
Cc1nnsc1C(=O)NC1CCCc2c1cnn2-c1cc(F)cc(F)c1 (configuration not stated)	15	12	11	-3	-1	-12	-1	-10	-3	0.8
COc1ccc(N(CCC#N)C(=O)/C(C#N)=C\c2cccs2)cc1	7	3	.	-9	-3	-3	2	-9	4	1.0

Sorted by molar mass (smallest number first): part of the list above.
SMILES	PfHsp90 yeast 2	SR-BI HDL uptake	MITF act	PvdQ inh	CAL PDZ FP-1	SR-BI uptake up	NSD2 inh	dFosB activator	Rtt109 Vps75	CAL PDZ FP-2
Cc1csc(NC(=O)c2ccco2)n1	-2	-1	26	0	1	1	-3	-5	-1	-2.2
Cc1cc2c(OCC(O)CNCc3ccco3)cccc2[nH]1 (configuration not stated)	3	-15	5	8	-4	15	-1	-4	0	0.4
Nn1c(SCc2cccc3ccccc23)nnc1-c1ccco1	.	33	4	-5	-4	-33	2	-3	-5	-0.1

Later entries:
SMILES	PfHsp90 yeast 2	SR-BI HDL uptake	MITF act	PvdQ inh	CAL PDZ FP-1	SR-BI uptake up	NSD2 inh	dFosB activator	Rtt109 Vps75	CAL PDZ FP-2
CC(=O)N1C(c2ccccc2O)C[C@]2(C)CC(=O)NC12 (some centres not stated)	-19	-14	-8	-22	6	14	0	-2	1	-0.8
Cc1ccc(S(=O)(=O)N2CCC(=O)N(CCOCc3cccc(C)c3)CC2)cc1	5	-17	4	-7	0	17	.	-6	-2	0.3
CCCn1c(SCC(=O)NCc2ccco2)nc2c1c(=O)n(C)c(=O)n2C	-11	-32	-3	-6	-1	32	1	4	5	-0.9
CN(C)NC(=S)Nc1ccc2nc(-c3ccccn3)c(-c3ccccn3)nc2c1	-16	8	-3	5	-4	-8	-1	0	11	-0.6
O=C(CSc1nc(-c2ccccc2)nn1C(=O)c1ccccc1)Nc1cccc([N+](=O)[O-])c1	-13	-22	-22	-3	-3	22	12	-5	-3	-2.3
COc1ccc(Nc2ccc(Cl)nn2)cc1	15	9	18	-18	-6	-9	29	5	-2	-0.8
COCCN(C(=O)COC(=O)CSc1ccccc1)c1c(N)n(Cc2ccccc2)c(=O)[nH]c1=O	10	-7	-5	13	5	7	0	-11	32	-2.1
CC1=C(C(=O)Nc2ccc(C(=O)NCCC(C)C)cc2)SCCO1	12	12	5	-11	4	-12	-1	-5	5	-1.1
COc1ccccc1NC(=O)CCc1nnc2ccc(N3CCCCC3)nn12	13	28	-10	-11	.	-28	3	-10	-1	-0.7
COc1ccc(N(CC(=O)Nc2ccc(S(=O)(=O)N3CCCCC3)cc2)S(C)(=O)=O)cc1OC	-1	-3	-5	-3	-5	3	0	-5	-4	-1.5
Clc1cc(NCc2cccs2)ccc1N1CCOCC1	1	33	41	-6	-3	-33	4	-5	4	1.7
CC(C)CCN1CCC(CN2C(=O)C(=O)NC[C@@H]2Cc2ccccc2)CC1	-25	-14	3	-14	0	14	.	5	13	1.0
C=CCn1c(C)nc2c(cnn2-c2ccccc2)c1=O	-7	-11	13	-11	.	11	-3	-8	-2	-0.5
C=CCNC(=O)CN1CCC(O)(c2ccc(F)cc2)CC1	.	-3	11	4	-3	3	-1	-2	2	-0.5
CCCCNC(=O)/C(C#N)=C/c1ccc(C(=O)OC)cc1	-10	-15	-3	-8	-1	15	6	-6	-12	-1.9
CC(C(=O)N1CCOCC1)(c1ccccc1)c1ccccc1	-11	-20	-2	-4	.	20	19	1	-1	-1.3
COC(=O)[C@H]1C[C@@H]1[C@H](NC(=O)c1cc(C)on1)c1ccccc1	-9	-26	11	-18	-1	26	.	4	-7	-0.8
CC(C)(C)c1nnc(NS(C)(=O)=O)s1	22	4	-2	10	-3	-4	-1	-6	7	-3.2
Cn1cccc1/C=N/n1c(-c2ccccc2)n[nH]c1=S	-3	-9	3	13	0	9	1	-4	9	-0.2
Cc1cc(C)n(-c2cc(N3CCN(S(=O)(=O)c4ccc(C)c(C)c4)CC3)ccc2[N+](=O)[O-])n1	-10	-24	-19	-19	0	24	-1	0	-3	-0.3
N#CCCn1cc(C(=O)O)c(-c2cccs2)n1	2	3	3	13	-8	-3	1	3	.	-0.7
CC(=O)c1cc(C#N)c(Oc2cccc(C(F)(F)F)c2)nc1C	-7	64	.	-1	-4	-64	-1	-2	-9	-0.7
O=c1c(-c2ccccc2)cnc2n1CCS2	-17	-14	25	-11	1	14	-5	-6	-16	-0.2
COC(=O)[C@@]12CCCN1[C@H](c1ccc(-c3ccc4c(c3)OCO4)c(OC)c1)[C@H]1C(=O)N(C)C(=O)[C@H]12	-7	29	-9	-10	2	-29	.	-3	13	0.6
CC(SCc1ccccc1)C(=O)Nc1ccc(F)cc1 (configuration not stated)	.	-1	2	5	9	1	-3	-4	3	-0.2
O=C(NCCCn1ccnc1)c1cccc(S(=O)(=O)N2CCCCCC2)c1	-4	-15	-19	0	-1	15	.	0	10	-1.3
CCCn1cc([C@@H]2C[C@H]3CN(Cc4cccc(Cl)c4)C(=O)[C@]34CCCN24)c(C)n1	5	.	-13	-5	3	.	4	-3	-5	-2.6
CC[C@H](C)[C@@H]1NC(=O)c2cc([N+](=O)[O-])cc(F)c2NCCCC[C@@H](C(N)=O)NC(=O)[C@H](CCCCN)NC1=O	-17	-7	11	-6	1	7	.	21*	-1	-0.9
C#CCOCCOCCOCCNc1nc(N2CCN(C(=O)[C@H]([C@@H](C)O)n3cc(CCCCN)nn3)CC2)nc(N2CCN(C(=O)[C@H]([C@@H](C)CC)n3cc(CCCN=C(N)N)nn3)CC2)n1	.	-5	-1	-26	3	5	.	6	7	-1.6
CC(=O)c1ccc2c(c1)OCCOCCOCCO2	1	-43	12	-17	.	43	-1	3	-3	-0.5
NC(=O)C1CCN(C(=O)C2CC(=O)N(Cc3ccccc3)C2)CC1 (configuration not stated)	-7	-12	1	-6	-4	12	-1	6	0	-0.8
